Bioassay records from PubChem.
EPAC2 antag = blocks human EPAC2 exchange factor. Q8WZA2. EPAC2 GEF exchange of Rap1B-BODIPY-GDP, fluorescence. Potency, µM (top dose mostly 114 µM), without a hit: top-dose activity, negative = inhibition, hits mostly inhibitors. actives 0.18% (n = 360,000). AID 720708; also: potency is read from the fitted curve at half-maximal effect; % is scaled to controls: 0 for no effect and ±100 for the full control effect; nearly all actives have a fitted effect of over 45% in size; many of its hits are not listed in these tables
PI5P4K alpha inh = PI5P4K alpha (human) kinase inhibition; PI5P4Kalpha enzyme, ADP-Glo luminescence, 60 min; active compounds read low; max response, %; actives 1.2% (n = 330,000); active = max response of -50% or lower; inconclusive = between -30% and -50%; inactive = -30% or higher; also: value at the top dose of about 77 µM; % is scaled to controls: 0 for no effect and ±100 for the full control effect
Target sequence (P48426 whole entry, looked up): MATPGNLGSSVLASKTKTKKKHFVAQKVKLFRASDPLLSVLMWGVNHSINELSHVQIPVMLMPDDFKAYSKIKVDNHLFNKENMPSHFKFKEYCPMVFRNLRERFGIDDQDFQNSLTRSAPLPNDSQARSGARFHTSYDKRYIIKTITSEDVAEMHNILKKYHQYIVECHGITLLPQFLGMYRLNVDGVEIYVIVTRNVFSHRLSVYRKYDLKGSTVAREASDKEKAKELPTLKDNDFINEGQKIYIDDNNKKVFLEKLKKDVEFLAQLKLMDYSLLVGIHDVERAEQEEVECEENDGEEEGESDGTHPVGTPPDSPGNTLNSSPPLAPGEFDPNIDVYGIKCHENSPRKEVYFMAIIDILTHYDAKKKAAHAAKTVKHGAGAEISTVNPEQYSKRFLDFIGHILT
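Enzyme plus substrate dispensed, test compounds pinned in, then ATP (5 microM final) added. After 60 min at RT, ADP-Glo reagent 1 for 45 min and reagent 2 for 30 min preceded luminescence imaging.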
MmCpn inh = inhibitors of Methanococcus maripaludis chaperonin (MmCpn). purified Mm-Cpn ATPase, ADP Transcreener TR-FRET. Potency, µM (series often up to 76.9 µM), for the others: at the highest dose activity, negative = inhibition, usual class: inhibitors. actives 0.031% (n = 330,000). AID 504842; also: potency is read from the fitted curve at half-maximal effect; % is scaled to controls: 0 for no effect and ±100 for the full control effect; nearly all actives have a fitted effect of over 80% in size
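ATPase read-out: TR-FRET ADP immunoassay (anti-ADP Eu cryptate vs ADP-d2), ex 320 nm, em 590/665 nm; signal drops as ADP forms. Enzyme 25 nM, ATP 10 uM, 30 min at 37°C after 10 min compound preincubation.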
WRN inhibitor = inhibitors of human WRN helicase; WRN helicase unwinding, fluorescent forked duplex, kinetic; Q14191; actives 0.46% (n = 360,000); AID 651768; Potency, µM (highest dose often 114 µM), inactives show at the top dose activity change, negative = inhibition, most hits filed as inhibitors; also: potency is read from the fitted curve at half-maximal effect; % is scaled to controls: 0 for no effect and ±100 for the full control effect; nearly all actives have a fitted effect of over 55% in size
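Screening of the MLSMR collection measured strand separation of a quenched forked DNA duplex (100 nM) by 20 nM WRN with 2 mM ATP, all final. Compounds were preincubated with enzyme 15 min at room temperature.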
EPAC1 antagonist = EPAC1 (human) antagonism. O95398. EPAC1 GEF assay, Rap1b-BODIPY-GDP exchange fluorescence. Potency, µM (titrated, usually from 115 µM), for the others: top-dose activity change, negative = inhibition, usual class: inhibitors. actives 0.14% (n = 360,000);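 also: potency is read from the fitted curve at half-maximal effect; plate controls were vehicle for no effect and positive control for full effect; nearly all actives have a fitted effect of over 50% in size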
EPAC1 ag = agonists of human EPAC1 | actives 0.073% (n = 360,000) | Potency, µM (highest dose often 154 µM), inactives show at the top dose activation, most hits filed as activators | EPAC1 agonist qHTS, biochemical assay; response scale: 100% = response to 6.5 mM cAMP | AID 720707; also: potency is read from the fitted curve at half-maximal effect; nearly all actives have a fitted effect of over 60% in size
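Compounds were pinned as a concentration titration into mixtures of EPAC1 (100 nM), BODIPY-GDP-loaded Rap1B (250 nM) and GDP (50 uM). After 5 min at room temperature, fluorescence was followed for 30 min; activity was scaled to 6.5 mM cAMP.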
CCT modulator = changes cytosolic chaperonin activity; actives 0.3% (n = 360,000); AID 651819; purified chaperonin ATPase assay, HTRF ADP detection, 30 min; activity change, % (test concentration not listed), hits read low; in the data active = activity change below about -30%; also: % is scaled to controls: 0 for no effect and ±100 for the full control effect
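Enzyme 40 or 20 nM (batch-dependent) in Tris pH 7.4/KCl/MgCl2/DTT; cpd 76 uM single point; ATP 10 uM; 30 min 37 °C; Transcreener ADP HTRF detection, 30 min RT; ratio 665/615.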
PLK1 PBD inh = inhibitors of human PLK1 polo-box domain binding | P53350 | actives 2.8% (n = 360,000) | Potency, µM, without a hit: max response, negative = inhibition, actives largely listed as inhibitors | AID 720504 | Plk1 PBD binding of FITC phosphopeptide, fluorescence polarization; also: potency is read from the fitted curve at half-maximal effect; series mostly up to about 57 µM; % is scaled to controls: 0 for no effect and ±100 for the full control effect; nearly all actives have a fitted effect of over 65% in size
Target sequence (P53350 whole entry, looked up, the tested form may be a part): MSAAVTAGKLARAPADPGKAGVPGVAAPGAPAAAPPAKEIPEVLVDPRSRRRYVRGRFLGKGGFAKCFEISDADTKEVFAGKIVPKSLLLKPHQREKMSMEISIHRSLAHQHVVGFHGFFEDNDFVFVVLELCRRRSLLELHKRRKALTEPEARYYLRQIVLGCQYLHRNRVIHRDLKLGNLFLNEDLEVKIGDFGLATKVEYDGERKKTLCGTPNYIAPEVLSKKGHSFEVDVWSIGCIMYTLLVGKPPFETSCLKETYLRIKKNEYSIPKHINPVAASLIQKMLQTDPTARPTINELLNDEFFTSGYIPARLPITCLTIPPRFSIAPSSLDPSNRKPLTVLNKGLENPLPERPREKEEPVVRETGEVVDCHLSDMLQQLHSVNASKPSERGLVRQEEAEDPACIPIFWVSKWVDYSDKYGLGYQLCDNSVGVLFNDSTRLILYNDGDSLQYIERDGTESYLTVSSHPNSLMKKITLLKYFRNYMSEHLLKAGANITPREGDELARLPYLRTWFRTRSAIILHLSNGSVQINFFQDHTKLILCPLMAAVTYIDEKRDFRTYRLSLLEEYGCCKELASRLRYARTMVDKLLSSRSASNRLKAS
* marks the source's active call; other numbers are inactive results; ? = inconclusive; · = not tested or not shown; [ ] = dose if it differs, or a comment. Unless noted, calls follow the shape of the dose curve; as a rule, active = well fitted curve in the direction sought with a large enough effect; inconclusive = small, poorly fitted or top-dose-only effect, or another doubt; inactive = no such curve, though single readings can be large; an effect the other way counts as inactive or inconclusive. A portion of the library, so the mix of outcomes need not match the whole.

| canonical_smiles | EPAC2 antag | PI5P4K alpha inh | MmCpn inh | WRN inhibitor | EPAC1 antagonist | EPAC1 ag | CCT modulator | PLK1 PBD inh |
| --- | --- | --- | --- | --- | --- | --- | --- | --- |
| COC(=O)C1=CN(Cc2cccs2)C=C(C(=O)OC)C1c1ccc(OC)cc1OC | ? | 1.6 | -0.2% | -0.7% | -25.3% | -3.7% | -2.3 | -9.5% |
| COc1ccc(/C(C)=N/NC(=O)c2nnn(-c3nonc3N)c2-c2cccs2)cc1OC | 2.7% | 4.2 | 0.7% | 5.5% | -3.6% | 10.3% | -1.8 | -11.6% |
| Oc1[nH]c2ccccc2c1N=Nc1c(F)c(F)c(Cl)c(F)c1F | -1.9% | 5.8 | 0.8% | 5.4% | 1.3% | -5.4% | -4.2 | -4.3% |
| O=C(Nc1ccccc1)c1nc[nH]c1C(=O)NCCCCCCNC(=O)c1[nH]cnc1C(=O)Nc1ccccc1 | -11.8% | -1.0 | 2.1% | -3.6% | -2.8% | -27.9% | -0.4 | 7.9% |
| O=C(Nc1ncc(Cc2ccccc2)s1)C1COc2ccccc2O1 (stereo not given) | -4.9% | 10.2 | 0.4% | -4.8% | -10.7% | 2.6% | -0.8 | -7.0% |
| Cc1cc(NC(=O)CSc2nc(N)c(NC(=O)c3ccc(F)c(F)c3)c(=O)[nH]2)no1 | -1.0% | 3.1 | -10.5% | -26.4% | -11.5% | 5.2% | -2.0 | -9.1% |
| NC(=O)c1ccsc1NC(=O)C1CC1 | 12.6% | -0.5 | 0.9% | 0.8% | 10.3% | -17.1% | -0.1 | -10.3% |
| Cc1cccc(-n2c(SCC(=O)N3CCC(C(=O)O)CC3)nc3ccccc3c2=O)c1C | 3.9% | 5.7 | 3.5% | 4.3% | -22.3% | 8.5% | -2.2 | -21.0% |
| CN1C(=O)/C(=C2\SC(N3CCCCCC3)=NC2=O)c2ccccc21 | -7.7%[57.1 µM] | 2.3 | -1.8% | -15.9% | -12.4% | -4.0% | -1.5 | -11.2% |
| Cc1coc2c(C)c3oc(=O)c(CCC(=O)NCCCN4CCOCC4)c(C)c3cc12 | 11.4% | -0.5 | -3.3% | 10.6% | -4.5% | -13.1% | 0.8 | 2.4% |
| C=CCc1cc(/C=N\NC(=O)CSc2nnc(CCCc3ccc(OC)c(C)c3)o2)cc(OC)c1O | -3.9% | -1.9 | 1.7% | -4.7% | -15.8% | -0.2% | -0.3 | -9.0% |
| O=C(Cn1c(=O)oc2ccc(Cl)cc21)NC1CCCCC1 | -1.7% | 0.9 | 2.0% | -0.8% | -16.6% | -10.8% | 1.8 | -0.6% |
| CSCc1cc(N(C)c2ccccc2)nc(-c2ccccn2)n1 | -25.1% | -7.0 | 0.1% | 5.2% | 0.0% | -4.1% | -4.9 | -5.6% |
| Cn1nc(C(=O)Nc2nc3ccccc3[nH]2)c2ccccc2c1=O | -2.8% | -7.2 | 2.0% | -7.2% | 11.1% | -5.7% | -0.9 | 4.1% |
| Cc1ccc(NC(=O)c2ncn(CCCNCCCN3CCCC3=O)n2)cc1C | 7.5% | 1.0 | · | 1.2% | 14.0% | -10.1% | -0.8 | -9.5% |
| O=C(COC(=O)c1cc[n+]([O-])cc1)Nc1ccccc1Sc1ccccc1 | 1.7% | -0.3 | -0.8% | 3.0% | 17.2% | -8.8% | -2.5 | 4.5% |
| O=C(/C=C/c1ccccc1)N/C(=C/c1ccccc1)C(=O)N1CCCCC1 | -1.4% | 1.1 | 3.2% | -3.0% | 0.0% | 1.2% | -2.3 | -2.7% |
| CCOP(=O)(c1ccccc1Cl)C1(O)CCCCC1 (stereo not given) | 12.2% | 7.9 | -1.5% | -8.3% | -0.9% | 7.4% | 1.1 | -6.1% |
| Cc1sc(NC(=O)C2=COCCO2)nc1-c1ccc(F)cc1 | ? | 5.5 | -13.8% | -2.0% | -18.4% | -1.3% | 0.1 | -15.4% |
| Cc1ccc(SCc2nc(-c3ccncc3)no2)cc1 | 1.9% | ? | 1.8% | -19.0% | -8.0% | -5.4% | 0.8 | 2.99µM* |
| Cc1ccc(CSCCNC(=O)c2ccc(NS(C)(=O)=O)cc2)cc1 | 8.0% | -0.7 | 2.0% | 12.4% | 2.5% | 1.0% | 0.4 | -3.3% |
| CCCCc1nc2cc(C(=O)N3CCCC3)ccc2o1 | -0.2% | -0.5 | 5.1% | -7.0% | -15.8% | 4.3% | 1.3 | -1.4% |
| CC(C)CN1CCC(C(=O)NCC2CCCO2)CC1 (stereo not given) | 17.1% | 0.8 | -3.6% | -1.7% | 15.3% | 6.2% | 1.3 | -7.3% |
| COc1ccc(C(OC(=O)c2ccco2)C(=O)NC2CCCC2)cc1OC (stereo not given) | -1.8% | 2.2 | 0.9% | 2.8% | 8.3% | 3.8% | -0.1 | -1.1% |
| O=C1OCc2ccc(NC(=O)c3sccc3Cl)cc21 | -2.3% | -0.5 | -2.2% | -11.4% | -1.8% | 3.1% | 0.2 | -21.5% |
| CC(C)OP(=O)(OC(C)C)C(O)c1cccc([N+](=O)[O-])c1 (stereo not given) | 1.2% | -0.3 | 0.7% | 4.5% | -22.9% | -4.2% | -2.1 | 1.7% |
| COc1ccccc1NS(=O)(=O)c1cccc(C(=O)NCC2(N3CCCCC3)CCCCC2)c1 | 10.1% | 4.8 | · | 1.3% | -1.6% | -3.9% | 1.1 | -6.8% |
| C=CCn1c(C)cc(C2=NNC(=NC(C)(C)C)SC2)c1C | 5.8% | -6.1 | 1.0% | 2.3% | -1.6% | -1.1% | -2.0 | -2.6% |
| COc1ccc(-c2cc(C)nc3c(-c4ccccc4)cnn23)cc1 | 1.0% | 0.5 | -3.9% | -7.0% | 6.3% | 0.3% | -1.4 | 6.5% |
| CCc1ccc(S(=O)(=O)N2CCCC(N3CCN(c4ccc(OC)cc4)CC3)C2)cc1 (stereo not given) | 6.4% | 1.3 | -0.9% | -7.5% | 6.8% | 10.3% | -0.5 | 4.7% |
| COc1cc([N+](=O)[O-])ccc1NC(=O)/C=C\C(=O)O | 12.7% | -2.7 | 0.4% | 6.3% | -20.1% | 5.0% | -4.7 | -12.1% |
| Cc1noc(C)c1C(=O)N1CCc2ccccc21 | 5.8% | · | 2.4% | 7.2% | 7.0% | 16.2% | -3.8 | -9.2% |
| Cc1[nH]c(=O)[nH]c(=O)c1S(=O)(=O)N1CCCC(C(=O)NCCc2ccc(Cl)cc2)C1 (stereo not given) | -1.1% | -8.9 | 0.4% | -2.2% | 4.3% | 15.9% | -2.0 | -2.0% |
| Cc1noc(C)c1NC(=O)N(C)C[C@H]1Oc2ccc(NS(=O)(=O)c3c(C)noc3C)cc2C(=O)N([C@H](C)CO)C[C@@H]1C | 7.3% | -0.4 | -2.9% | -0.8% | -21.4% | -1.9% | 1.6 | -27.5% |
| CC(=O)c1cccc(NC(=O)C(C)N2CCc3ccccc3C2)c1 (stereo not given) | 2.0% | 0.8 | 2.5% | -5.1% | 2.3% | 12.1% | -0.1 | -6.5% |
| COc1ccc(OC)c(NC(=S)N2c3ccccc3CC2C)c1 (stereo not given) | ? | 1.3 | -3.4% | -11.8% | -4.5% | -0.5% | -1.0 | ? |
| O=C1CCCN1CN(C(=O)c1ccc2c(c1)OCO2)c1ccc(F)cc1 | 4.1% | 0.4 | -1.0% | -4.8% | -9.5% | -1.8% | -0.2 | -8.1% |
| O=S(=O)(Nc1nc2ccccc2nc1Cl)c1ccc2ccccc2c1 | -5.1% | -3.4 | -5.3% | -10.9% | 14.2% | -5.0% | -0.5 | -16.1% |
| c1ccc2c(c1)ccc1ccccc12 | -13.2% | -4.1 | 1.5% | 1.0% | -27.5% | 2.6% | -1.9 | -6.8% |
| COc1ccccc1NS(=O)(=O)c1cc(NC(=O)c2ccccc2[N+](=O)[O-])ccc1N1CCOCC1 | 9.7% | -0.5 | -1.8% | -5.7% | 1.0% | 3.2% | -2.4 | ? |
| COc1cc(F)ccc1-c1cc(C(=O)Nc2cc(OC)c(OC)c(OC)c2)[nH]n1 | 23.6% | 5.1 | · | -4.4% | -13.8% | -6.5% | 0.3 | 2.3% |
| Cc1ccc(NC(=O)CN2CCc3ccccc3C2)cc1F | -2.0% | 1.2 | -0.5% | ? | -26.8% | -6.4% | -1.3 | -17.7% |
| COc1ccc(NC(=O)C(=O)NCc2ccncc2)c(OC)c1 | 2.2% | -3.0 | -0.6% | 16.0%[57.1 µM] | -2.3% | -9.4% | -2.5 | -12.3% |
| O=C(Cc1cccc2ccccc12)N/N=C1\CCCc2ccccc21 | 8.9% | 3.3 | -0.8% | 3.8% | 6.8% | -5.9% | -1.9 | -0.4% |
| Cc1ccc2oc(=O)c3cc(C(=O)NCc4ccco4)sc3c2c1 | 3.8% | 0.1 | -1.4% | -8.5% | -15.6% | -6.0% | -2.6 | -4.7% |
| Cn1cc(C(=O)Nc2ccc3c(c2)CCC3)cn1 | -0.4% | -9.4 | 2.0% | -10.8% | 1.9% | -7.0% | -1.8 | 3.5% |
| O=C(c1ccc(F)cc1)C1CCN(C(=S)Nc2ccccc2)CC1 | -3.4% | · | -2.2% | -10.8% | -13.8% | 10.5% | -1.0 | -0.9% |
| COC(=O)NNS(=O)(=O)c1ccc(C)cc1 | 15.1% | 0.7 | 0.4% | -0.6% | 5.4% | -5.8% | -0.7 | 3.0% |
| CCc1c(C)nc2[nH]nc(-c3ccccc3)n2c1=O | 5.2% | 2.7 | 3.2% | -9.4% | 1.4% | 0.4% | -0.4 | 0.3% |
| O=C(Cn1nnc(-c2ccccc2)n1)c1ccccc1 | 1.2% | · | -12.9% | -2.3% | 13.4% | 3.4% | 1.3 | -3.2% |
| O=S(=O)(O)C(c1ccccc1)C1(O)CCCCC1 (stereo not given) | 26.5% | -12.8 | · | 9.0% | 7.2% | -4.0% | 1.1 | -1.4% |
| CS(=O)(=O)c1ccc(Cl)c(NC(=O)Nc2ccccc2)c1 | -1.8% | -19.3 | 1.8% | -1.6% | -1.3% | -3.4% | -2.6 | 23.8µM* |
| CSc1nc2sc3c(c2c(=O)n1C1CCCCC1)CCN(C)C3 | -4.5% | -5.5 | 0.6% | 4.7% | -27.9% | -2.5% | 0.3 | -0.5% |
| N#CCCn1nnc2ccccc21 | 6.5% | -23.0 | 1.6% | 5.6% | 3.9% | -3.6% | -1.1 | 0.3% |
| COC(=O)[C@H](Cc1c[nH]c2ccccc12)NC(=O)Nc1ccccc1OC | -2.3% | 3.8 | 1.1% | 4.8% | 8.4% | 0.6% | -2.6 | -2.2% |
| CCCN1C(=O)/C(=C/c2ccc(OCC(=O)OCC)cc2)NC1=S | 12.1% | 7.6 | 2.9% | -8.3% | -5.9% | -13.6% | 0.1 | 6.0% |
